Screens deposited in PubChem by Sanford-Burnham Center for Chemical Genomics.
APOBEC3G inh: APOBEC3G DNA deaminase inhibitors, primary screen, biochemical, fluorescence, single-stranded DNA substrate, uHTS; 330,000 tested, 0.28% active; inhibition, % at 20 µM; DNA dC->dU-editing enzyme APOBEC-3G (Homo sapiens), Q9HC16; recombinant A3G, ssDNA deamination FAM/TAMRA fluorescence;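 active means inhibition of at least 40% at 20 µM, with no more than 30% in the related APOBEC3A deaminase screen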;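 further: plate controls were DMSO wells with A3G for no effect and wells lacking A3G enzyme for full effect; some compounds called inactive have numbers as strong as hits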
hIAP inh: human IAP inhibitors, primary screen, biochemical, luminescence, uHTS; Intestinal-type alkaline phosphatase (Homo sapiens), P09923; purified IAP, CDP-Star luminescence, 30 min; inhibition, % at 10 µM; 330,000 tested, 0.12% active; AID 2544, 2010;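 active means inhibition reaching a set limit with compound at 10 µM in the primary screen, cut at about 35% in these data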;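 further: plate controls were DMSO wells with enzyme for no effect and no-enzyme buffer wells for full effect; values of inactives mirror those of a sister screen read the other way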
Target sequence (P09923 whole entry, looked up): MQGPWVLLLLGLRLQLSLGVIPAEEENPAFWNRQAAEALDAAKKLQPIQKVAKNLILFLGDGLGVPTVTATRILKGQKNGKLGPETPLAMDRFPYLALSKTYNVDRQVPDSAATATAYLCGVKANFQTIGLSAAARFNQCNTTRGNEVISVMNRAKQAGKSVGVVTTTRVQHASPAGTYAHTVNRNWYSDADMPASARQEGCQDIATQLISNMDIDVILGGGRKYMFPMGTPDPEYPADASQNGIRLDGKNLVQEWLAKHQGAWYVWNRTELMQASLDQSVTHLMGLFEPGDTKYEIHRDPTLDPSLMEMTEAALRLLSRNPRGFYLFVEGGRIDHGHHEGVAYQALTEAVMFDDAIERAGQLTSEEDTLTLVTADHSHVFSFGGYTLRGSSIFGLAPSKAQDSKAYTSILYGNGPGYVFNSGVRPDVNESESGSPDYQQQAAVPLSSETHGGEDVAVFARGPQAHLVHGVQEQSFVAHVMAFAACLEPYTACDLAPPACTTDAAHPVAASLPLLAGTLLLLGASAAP
beta cell repl: inducers of MIN6 beta-cell proliferation, primary screen, ATP luminescence, uHTS; MIN6 cells proliferation, ATPlite luminescence, 48 h; cells starved in 0.2% serum; 100% = growth in 10% serum; proliferation, % at 10 µM; 330,000 tested, 0.29% active; AID 2380, 2010;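 active means compounds whose signal lies at least 3.5 SD above the mean of all wells on their plate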;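 further: 0% = DMSO-treated cells in low-serum medium and 100% = 10% serum control; some compounds called inactive have numbers as strong as hits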
A3A deaminase: APOBEC3A ssDNA deaminase inhibitors, primary screen, selectivity assay for APOBEC3G inhibitor project, biochemical, FAM/TAMRA oligo cleavage fluorescence | DNA dC->dU-editing enzyme APOBEC-3A (Homo sapiens), P31941 | recombinant A3A, FAM/TAMRA ssDNA deamination fluorescence | inhibition, % at 20 µM | 330,000 tested, 0.41% active | AID 493011, 2011;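 active means at least 40% inhibition at 20 µM here, with at most 30% in a related deaminase screen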;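 further: plate controls were A3A with DMSO for no effect and wells lacking A3A enzyme for full effect; some results filed as inactive read as strong as hits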
Target sequence (P31941 whole entry, looked up): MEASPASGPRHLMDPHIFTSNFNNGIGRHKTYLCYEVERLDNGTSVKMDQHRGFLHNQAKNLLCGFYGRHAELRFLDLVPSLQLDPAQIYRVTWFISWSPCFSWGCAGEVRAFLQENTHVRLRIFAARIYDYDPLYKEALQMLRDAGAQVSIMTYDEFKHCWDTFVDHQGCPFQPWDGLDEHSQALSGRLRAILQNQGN
TIM10 inh: growth inhibitors of isogenic TIM10 control yeast, primary screen, counter-screen for tim10-1 yeast inhibitor project, luminescence, uHTS; S. cerevisiae TIM10 strain growth, BacTiter-Glo luminescence, 24 h; inhibition, % at 10 µM; 330,000 tested, 1.4% active;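 active means inhibition of 40% or more at the single tested concentration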;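 further: wild-type TIM10 isogenic control strain grown at permissive 25 °C; 0% = DMSO yeast wells and 100% = minimal medium wells without yeast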
NLRP3 yeast inh: NALP3 inflammasome inhibitors in reconstituted yeast, primary screen, luminescence, uHTS; 330,000 tested, 0.39% active; Yeast reconstituted NLRP3/ASC/caspase-1, beta-gal luminescence, 24 h; AID 2825, 2010; inhibition, % at 10 µM;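 active means inhibition of 50% or more; inactive means inhibition below 50%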;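 further: plate controls were induced DMSO wells for no effect and uninduced yeast grown without galactose for full effect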
mIAP block: inhibitors of mouse IAP, primary screen, biochemical, luminescence, uHTS. intestinal alkaline phosphatase [Mus musculus]. purified mouse IAP, CDP-Star luminescence, 30 min. inhibition, % at 10 µM. 330,000 tested, 0.2% active. AID 2806, 2010;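 active means inhibition of at least 40% at 10 µM in the primary screen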;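 further: plate controls were DMSO with enzyme for no effect and no enzyme wells for full effect; values of inactives mirror those of a sister screen read the other way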
tim10-1 inh: growth inhibitors of tim10-1 mutant yeast, primary screen, luminescence, uHTS; 330,000 tested, 2.2% active; S. cerevisiae tim10-1 ts strain growth, BacTiter-Glo, 24 h; inhibition, % at 20 µM; AID 463190, 2010;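 active means inhibition of at least 40%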;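 further: mutant grown at 25 °C; 0% = DMSO wells with yeast and 100% = wells holding no yeast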
mIAP activ: activators of mouse IAP, primary screen, biochemical, luminescence, uHTS; muIAP, CDP-Star luminescence, 30 min; hits give high values; 1 = vehicle-only enzyme signal, 0 = enzyme-free wells; AID 2805, 2010; activation factor at 10 µM; intestinal alkaline phosphatase [Mus musculus]; 330,000 tested, 0.24% active;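 active means activation factor of at least 2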; further: the source names both 10 and 20 µM as test concentration; values of inactives mirror those of a sister screen read the other way
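Assay system: mouse IAP enzyme; reagent: chemiluminescent substrate CDP-Star; dosing: test compounds delivered from DMSO solution; schedule: 30 min at room temperature; measured by: luminescence from enzymatic CDP-Star hydrolysis; controls: DMSO-only wells and no-enzyme negative control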
* = called active by the depositor.

SMILES	APOBEC3G inh	hIAP inh	beta cell repl	A3A deaminase	TIM10 inh	NLRP3 yeast inh	mIAP block	tim10-1 inh	mIAP activ
COC(=O)CN1C(=O)N/C(=C/c2ccc(OC)cc2)C1=O	-12	6	-2	1	0	-10	0	4	1
O=C(CN1CCOCC1)NCC12CC3CC(CC(C3)C1)C2	-6	15	-1	-4	-4	12	10	12	0.91
NC(=O)COC(=O)c1cc(-c2cccs2)nn1-c1ccccc1	-6	-3	-1	-1	13	12	13	-3	0.87
CCn1nc(C(=O)OC2CCOC2=O)c2ccccc2c1=O (stereo not given)	-4	3	-1	-2	-2	8	-4	3	1
Cc1ccc(NC(=O)CSc2nc3ccccc3c(=O)n2CCCN2CCCCC2)cc1C	-5	-13	-6	-3	-1	2	-16	9	1.2
C=CCn1c(=N)n(CC(O)COc2ccccc2OC)c2ccccc21 (stereo not given)	-1	0	0	0	-25	11	-1	-10	1
CCCCC(=O)Nc1sc2c(c1C#N)CC(C)(C)OC2	-10	6	0	-1	8	-19	-5	27	1.1
CC(Sc1nc(-c2ccccc2)cc(C(F)(F)F)n1)C(=O)NCc1ccco1 (stereo not given)	-2	2	4	-2	8	17	14	9	0.86
COc1ccc(N2C(=O)C3C4C=CC(CC4)C3C2=O)c([N+](=O)[O-])c1 (stereo not given)	-2	13	-3	3	17	-18	8	25	0.92
CCOC(=O)c1sc2ncn(/N=C/N(C)C)c(=O)c2c1C	1	-9	-3	0	-2	5	-1	-11	1
Cc1cc(N/N=C/c2ccc3c(c2)OCO3)nc2ccccc12	-4	21	-1	-4	29	7	2	5	0.98
CC(=O)Nc1ccc(Nc2nc(-c3cc4ccccc4oc3=O)cs2)cc1	-1	-9	0	-3	0	8	12	2	0.88
CCOC(=O)N/N=C/c1cccc(Cl)c1Cl	-3	4	0	2	23	26	4	28	0.96
CC1CCCCN1S(=O)(=O)c1ccc(NC(=O)c2ccco2)cc1 (stereo not given)	-1	-3	1	0	42*	10	-6	53*	1.1
CCOC(=O)c1ccc(N=C2SC(C(=O)NC)CC(=O)N2Cc2ccc(F)cc2)cc1 (stereo not given)	1	-18	-3	-3	-1	22	0	20	1

Gathered by group, the entries above with four or more nitrogen atoms (2)
SMILES	APOBEC3G inh	hIAP inh	beta cell repl	A3A deaminase	TIM10 inh	NLRP3 yeast inh	mIAP block	tim10-1 inh	mIAP activ
Cc1ccc(NC(=O)CSc2nc3ccccc3c(=O)n2CCCN2CCCCC2)cc1C	-5	-13	-6	-3	-1	2	-16	9	1.2
CCOC(=O)c1sc2ncn(/N=C/N(C)C)c(=O)c2c1C	1	-9	-3	0	-2	5	-1	-11	1

(further entries)
SMILES	APOBEC3G inh	hIAP inh	beta cell repl	A3A deaminase	TIM10 inh	NLRP3 yeast inh	mIAP block	tim10-1 inh	mIAP activ
O=C(Cn1cnc2c(cnn2-c2ccc(F)cc2)c1=O)N1CCN(c2ccccc2F)CC1	-8	5	3	3	13	11	5	2	0.95
O=C(c1ccc2c(c1)OCO2)N1CCN=C1SCc1cccnc1	-4	-4	4	-3	12	17	-9	13	1.1
CC(C(=O)OCC(=O)Nc1cccc(S(=O)(=O)N2CCOCC2)c1)N1C(=O)c2ccccc2C1=O (stereo not given)	0	-4	-2	4	0	17	-5	-1	1
Cc1ccc(N(CC(N)=O)C2SC(=O)N(Cc3ccccc3)C2=O)cc1 (stereo not given)	-8	8	0	-4	24	3	11	3	0.89
O=C(Nc1ccc(OCC(=O)N2CCOCC2)cc1)c1ccccc1Cl	-10	7	-7	-5	-5	9	-8	4	1.1
CC1CCN(S(=O)(=O)c2cccc(C(=O)O)c2)CC1	0	-1	-1	4	4	4	1	11	0.99
COC(=O)NCC12CC3CC(C1)CC(CNC(=O)OC)(C3)C2	1	-3	-1	2	6	13	-2	8	1
O=[N+]([O-])c1ccc(/C=N/n2c(CO)nc3ccccc32)s1	-2	-7	-6	6	0	13	2	4	0.98
Cc1ccccc1NS(=O)(=O)c1csc(C(N)=O)c1	6	3	-6	0	-1	12	-5	8	1
CCOc1ccccc1C=Nc1ccccc1C(=O)Nc1ccccc1	-6	-1	0	-2	36	13	9	46*	0.91
CCCN(CCC)CCNC(=O)CCC(=O)Nc1ccc2nc(N3CCOCC3)cc(C)c2c1	5	-18	-1	-3	-12	20	-9	17	1.1
C/C(=N\NC(=O)c1c(Cl)c(C)nn1C)c1ccc(NC(=O)c2ccncc2)cc1	-7	8	3	-2	10	-14	7	11	0.93
CCOc1ccc2nc(NC(NC(C)=O)(C(=O)OC)C(F)(F)F)sc2c1 (stereo not given)	-3	12	-3	-1	-9	16	-2	18	1
CC(=O)Nc1cc(C(=O)N2CCc3ccccc3C2)ccc1Sc1ccc(F)cc1	-8	9	-4	-2	-6	-5	-21	14	1.2
COCCNc1nc2nonc2nc1NC(C)c1ccccc1Cl (stereo not given)	-3	12	-5	-4	-6	1	6	16	0.94
Cc1ccc(C(=O)OCc2nc3ccccc3s2)o1	-10	6	1	-4	4	43	4	17	0.96
CCOC(=O)c1ccc(NC(=O)C2(c3ccc(Cl)cc3)CCCC2)cc1	-5	13	-3	1	2	8	-6	-2	1.1
Cc1cc(NC(=O)Cn2nc(-c3cccs3)ccc2=O)cc(C)c1Br	-12	20	-4	-1	7	26	10	7	0.9
N#Cc1ccc(COC(=O)c2ccccn2)cc1	3	0	5	6	0	9	3	-11	0.97
Brc1cc2c(cc1/C=N/Nc1nc(N3CCOCC3)nc(N3CCOCC3)n1)OCO2	-1	10	0	0	13	2	-12	32	1.1
Cn1c(=O)c2[nH]c(NCCCN3CCOCC3)nc2n(C)c1=O	-3	-38	-2	-2	-10	5	8	6	0.92
Cc1cccc(N2C(=O)CS/C2=N\NC(=O)c2cccnc2)c1C	-2	12	6	1	9	-8	3	6	0.97
CC(C)C(C(=O)NCc1ccco1)N(Cc1ccco1)C(=O)CNS(=O)(=O)c1ccccc1 (stereo not given)	-14	4	-5	-2	14	1	4	-3	0.96
CCC(C)C(=O)Nc1nc2ccc(OC)cc2s1 (stereo not given)	0	2	0	1	27	32	1	32	0.99
Cc1ccccc1/C=N/n1c(-c2ccccn2)n[nH]c1=S	72*	10	3	-5	7	13	1	0	0.99
COc1cccc(/C=C/C(=O)N2CCN(c3n[nH]c(=O)[nH]c3=O)CC2)c1OC	-2	-8	-3	5	-24	0	6	14	0.94
Cc1cc(NC(=O)CSc2c(C)[nH]c3ccccc23)no1	-1	-6	3	-2	12	9	14	10	0.86
Nc1n[nH]c(N)c1N=Nc1ccc(F)cc1	-4	-7	-1	3	-1	22	10	-19	0.9
O=C1N/C(=N\N=C\c2cccs2)SC1Cc1ccc(Cl)cc1Cl (stereo not given)	0	-31	-1	2	-18	9	11	13	0.89
Nn1cnnc1SCC(=O)N1CCc2ccccc2C1	4	-6	-1	2	15	14	-7	8	1.1
O=C(COC(=O)CNC(=O)c1ccccc1)NC(=O)NC1CCCCC1	-4	-2	-6	0	-11	-12	6	-3	0.94
O=c1[nH]nc(-c2ccc(NCCCO)c([N+](=O)[O-])c2)c2ccccc12	-5	14	3	1	-5	18	7	-1	0.93
COc1ccccc1CNC(=O)C(=O)NCC1CCCO1 (stereo not given)	-6	-4	-2	-16	-6	7	0	10	1
CC(=O)c1ccc(Oc2nc3c(c(=O)n(C)c(=O)n3C)n2C)cc1	8	-7	1	0	-1	8	-8	11	1.1
CCSc1cc(N2CCOCC2)nc(-c2ccccc2)n1	1	-8	0	0	6	16	4	5	0.96
COc1ccc(OC)c(S(=O)(=O)Nc2ccc(F)cc2)c1	-8	-6	-1	1	-9	11	-8	-11	1.1
CCc1nnc(NC(=O)c2ncc(Cl)c(Cl)c2Cl)s1	-8	1	0	0	7	17	5	16	0.95
CC(C)NC(=O)c1onc(CSc2nc3ccccc3[nH]2)c1C(=O)NC(C)C	2	-13	-2	-2	-2	-5	1	8	0.99
Cc1ccc(C(=O)N[C@H](C(=O)NC2CCCCC2)C(C)C)cc1	-2	-2	-4	4	12	17	-7	7	1.1
CN1CCN(C(=O)C(=O)c2cn(CC(=O)N3CCCC3)c3ccccc23)CC1	-10	2	-2	-2	10	8	-7	6	1.1
CC(C)Oc1ccc(C(=O)NCc2ccco2)cc1	-7	13	-1	-6	0	16	-2	10	1
O=S(=O)(Nc1ncccn1)c1ccc(Nc2ncnc3ccccc23)cc1	-5	5	-3	-1	9	3	0	10	1
Brc1ccc(-c2c(-c3ccsc3)sc3ccccc23)cn1	-9	13	-7	-2	6	11	3	10	0.97
O=C(Nc1cccc(Br)c1)c1ccc2c(c1)SC1=NS(=O)(=O)CCN12	-3	-10	0	-6	0	8	-3	11	1
CCOC(=O)N1CCN(c2c(NCCOC)c(=O)c2=O)CC1	-6	4	-4	-2	-10	15	4	-4	0.95
O=C(NCC1CCCO1)c1ccc(N2CCCCC2)c([N+](=O)[O-])c1 (stereo not given)	-6	17	1	-2	-7	13	7	12	0.93
CC(=O)Nc1ccc(NC(=O)COC(=O)CCNS(=O)(=O)c2c(Cl)cccc2Cl)cc1	-2	6	-2	1	-10	8	1	-8	0.99
Cc1nc2cncc(Br)c2n1C	-4	9	-2	0	-3	-5	-13	-11	1.1
Cc1c(C)n(CCCN(C)C)c2ncnc(NCc3ccccc3)c12	-3	-3	1	1	6	15	2	6	0.98
Cc1ccc(N2C(=O)Nc3ccc(Br)cc3C2(O)C(=O)NCCCN(C)C)cc1C (stereo not given)	-6	-5	-3	-7	-15	-2	-12	10	1.1
O=S(=O)(Nc1ccc(-c2cn3ccccc3n2)cc1)c1ccccc1	0	-9	-2	7	9	12	0	12	1
Cc1ccc(C(=O)C2C(c3ccc(-c4ccccc4[N+](=O)[O-])o3)NC(=O)NC2(O)C(F)(F)F)cc1 (stereo not given)	2	-2	-3	5	1	17	13	22	0.87
CC(NS(=O)(=O)/C=C/c1ccccc1)C(=O)NCCc1ccc(S(N)(=O)=O)cc1 (stereo not given)	0	-7	-4	1	6	13	4	-3	0.96
COc1ccc(CNC(=O)COC(=O)CCC2CCCCC2)cc1	-7	-6	-2	-4	14	-16	-4	27	1
Cc1ccc(NC(=S)N2CCN(C)CC2)c(C)c1	-4	10	0	-3	5	0	-1	3	1
CCOC(=O)C1=NNC2C(=O)N(C3CCCCC3)C(=O)C12 (stereo not given)	-8	3	0	-5	-2	8	0	18	1
COc1ccc2c(c1)c1ncn(Cc3ccccn3)c(=O)c1n2C	-6	-6	-2	3	1	23	-10	10	1.1
CCOC(=O)Cn1cncc1-c1ccc([N+](=O)[O-])cc1	-2	-10	-1	0	11	8	-1	15	1
